Source: PubChem BioAssay
LmPK inh: blocks Leishmania mexicana pyruvate kinase activity; Q27686; purified LmPK, Kinase-Glo ATP luminescence, 1 h; Potency, µM (series often up to 57.5 µM), inactives show at the top dose activity change, negative = inhibition, usual class: inhibitors; hit rate 0.37% among 290,000; AID 1721; further: potency means the concentration at half of the fitted maximal effect
Target sequence (Q27686 whole entry, looked up): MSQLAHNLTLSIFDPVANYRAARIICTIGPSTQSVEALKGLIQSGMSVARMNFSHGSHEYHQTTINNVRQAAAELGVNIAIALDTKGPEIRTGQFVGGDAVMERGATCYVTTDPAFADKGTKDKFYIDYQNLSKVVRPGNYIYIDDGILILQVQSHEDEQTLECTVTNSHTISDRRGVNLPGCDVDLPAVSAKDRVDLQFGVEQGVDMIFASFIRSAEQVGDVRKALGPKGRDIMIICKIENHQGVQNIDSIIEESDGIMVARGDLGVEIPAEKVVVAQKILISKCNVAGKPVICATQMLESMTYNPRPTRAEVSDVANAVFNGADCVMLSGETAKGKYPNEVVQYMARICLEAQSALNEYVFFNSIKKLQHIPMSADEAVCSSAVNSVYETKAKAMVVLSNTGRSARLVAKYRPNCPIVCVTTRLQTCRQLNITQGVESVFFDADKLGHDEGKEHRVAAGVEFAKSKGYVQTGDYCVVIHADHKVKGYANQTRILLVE
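Purified LmPK (0.1 nM) converted ADP (0.1 mM) to ATP with PEP (0.5 mM) in imidazole buffer pH 7.2 with KCl and MgCl2, 1 h at room temperature. ATP was read by Kinase-Glo luminescence; data normalized to uninhibited and no-enzyme controls.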
AMA1 RON2 block: AMA1-RON2 (P. falciparum) interaction inhibition; AlphaScreen AMA1-biotinylated RON2 peptide binding; hit rate 0.2% among 360,000; Potency, µM (top dose mostly 58.2 µM), for the others: at the top dose activity change, negative = inhibition, most hits filed as inhibitors;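 further: potency means the concentration at half of the fitted maximal effect; 0% = vehicle wells and -100% = peptide control; nearly all actives have a fitted effect of over 45% in size; some results filed as inactive show a strong effect at the top dose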
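AMA1 (3D7) with his tag at 25 nM final met compounds first, then biotinylated RON2 peptide at 25 nM; detection used donor plus acceptor beads, 10 µg/mL apiece, read by AlphaScreen after 30 min at room temperature.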
AmpC no deterg: blocks E. coli AmpC beta-lactamase in detergent-free assay; P00811; AmpC nitrocefin hydrolysis, absorbance 480 nm, 0.0001% Triton; Potency, µM (doses to about 57.1 µM), without a hit: at the highest dose activity change, negative = inhibition, usual class: inhibitors; hit rate 0.52% among 330,000;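 further: potency means the concentration at half of the fitted maximal effect; plate controls were no compound for no effect and no enzyme for full effect; nearly all actives have a fitted effect of over 20% in size; some results filed as inactive show a strong effect at the top dose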
Target sequence (P00811 whole entry, looked up): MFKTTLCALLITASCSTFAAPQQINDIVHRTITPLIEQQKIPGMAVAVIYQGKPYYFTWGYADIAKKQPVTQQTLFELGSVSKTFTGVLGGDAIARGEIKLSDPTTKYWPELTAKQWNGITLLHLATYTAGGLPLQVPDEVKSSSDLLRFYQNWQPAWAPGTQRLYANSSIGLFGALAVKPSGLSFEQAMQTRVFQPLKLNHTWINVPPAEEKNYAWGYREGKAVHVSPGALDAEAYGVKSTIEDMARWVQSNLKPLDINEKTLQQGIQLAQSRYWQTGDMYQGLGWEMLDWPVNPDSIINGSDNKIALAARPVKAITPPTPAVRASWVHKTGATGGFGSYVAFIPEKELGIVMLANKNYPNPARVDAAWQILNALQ
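AmpC (5.3 nM in the dispensed reagent) in 20 mM phosphate pH 7.0 with 0.01% (detergent screen) or 0.0001% Triton X-100 was preincubated with compounds for 15 min at room temperature. Nitrocefin was then added from an 800 uM solution, and hydrolysis was followed at 480 nm.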
Tb PYK inh: blocks Trypanosoma brucei pyruvate kinase. hit rate 0.12% among 410,000. AID 624173. TbPYK enzyme, Kinase-Glo Plus ATP luminescence, 45 min. Potency, µM (titrated, usually from 76.8 µM), inactives show at the highest dose activity, negative = inhibition, most hits filed as inhibitors; further: potency means the concentration at half of the fitted maximal effect; nearly all actives have a fitted effect of over 50% in size
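Luminescent Kinase-Glo Plus end-point after 45 min room-temperature reaction of T. brucei pyruvate kinase started with 130 uM ADP (final). Buffer TEA 50 mM pH 7.2 with KCl, MgCl2, BSA, Tween-20; titration-based qHTS with fitted concentration-effect curves.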
HCMV antiviral: inhibitors of human cytomegalovirus | HFF cells, HCMV-luciferase reporter, 72 h; active compounds read low | activity change, negative = inhibition, % at 57.5 µM | hit rate 4.5% among 410,000; in the data active means activity change below about -60%; inconclusive means no clear call, values can overlap the other calls; inactive means above about -39%
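After 16 h attachment at 37C, HFF cells received test compound and HCMV-luciferase (1 PFU/cell); reporter luminescence read 72 h later, data normalized against buffer-only and known inhibitor Salinomycin.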
Sm TGR inh: S. mansoni TGR enzyme inhibition. purified TGR, DTNB reduction, TNB absorbance 405 nm. Potency, µM (doses to about 114 µM), for the others: top-dose activity change, negative = inhibition, usual class: inhibitors. hit rate 3% among 360,000. AID 485364; further: potency means the concentration at half of the fitted maximal effect; nearly all actives have a fitted effect of over 60% in size
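Kinetic colorimetric format: TGR-catalysed, NADPH-driven DTNB reduction monitored via TNB absorbance. Enzyme dispensed at 20 nM; compound exposure 15 min at room temperature before reaction start.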
AmpC detergent: blocks E. coli AmpC beta-lactamase in detergent assay; hit rate 0.041% among 370,000; Potency, µM (series often up to 114 µM), for inactives: at the highest dose activity change, negative = inhibition, most hits filed as inhibitors; P00811; AmpC hydrolysis of nitrocefin, absorbance 480 nm, 0.01% Triton;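 further: potency means the concentration at half of the fitted maximal effect; 0% = no-compound wells and -100% = no-enzyme wells; nearly all actives have a fitted effect of over 25% in size; some results filed as inactive show a strong effect at the top dose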
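AmpC (5.3 nM in the dispensed reagent) in 20 mM phosphate pH 7.0 with 0.01% (detergent screen) or 0.0001% Triton X-100 was preincubated with compounds for 15 min at room temperature. Nitrocefin was then added from an 800 uM solution, and hydrolysis was followed at 480 nm.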
Starred values were filed as active, the others as inactive; ? = inconclusive; · = no result given; + = active, no number; [ ] = dose if it differs, or a comment. Unless noted, the call rests on the fitted dose curve; in most records, active means well fitted curve in the direction sought with a large enough effect; inconclusive means small, poorly fitted or top-dose-only effect, or another doubt; inactive means no such curve, though single readings can be large; an effect the other way counts as inactive or inconclusive. Unless noted, on the % scale 0 is the no-effect control and ±100 the full control effect.

SMILES | LmPK inh | AMA1 RON2 block | AmpC no deterg | Tb PYK inh | HCMV antiviral | Sm TGR inh | AmpC detergent
CC(=O)NCc1ccc(S(=O)(=O)NC(C(=O)O)C(C)C)cc1 (stereo not given) | 1% | -14% | -7% | 6% | 3 | -2% | -8%
CN(C)/C=C(\C#N)S(=O)(=O)C(C)(C)C | -14% | -1% | -10% | -1% | -28 | 0% | 10%
c1ccc2c(c1)Nc1ccncc1S2 | -4% | -3% | -21% | -12% | -71* | 10% | -13%
CCOc1ccc(S(=O)(=O)Nc2ccc(OC)nc2)cc1 | -6% | 4% | -14% | 0% | -20 | -9% | 3%
COc1cccc(CN2CCC(Oc3ccc(C(=O)N4CCCCC4)cc3)CC2)c1 | -4% | -18% | -7% | -2% | 42 | -4% | 7%
Cc1nc(SC2CCOC2=O)c2c(C)c(C)sc2n1 (stereo not given) | 0% | 21% | -17% | -3% | -37 | 1% | 1%
Cc1cc(NC(=O)c2ccc(Br)o2)ccc1NC(=O)c1ccco1 | ? | -11% | -19% | -14% | -89* | -4% | 4%
Cc1ccc(N2CCN(/N=C/c3ccccc3[N+](=O)[O-])CC2)cc1 | -6% | ? | -24% | -4% | -4 | -8% | 1%
CCn1c(CN(C)c2ccccc2)nc2ccccc21 | 0% | -14% | -15% | 5% | 38 | 9% | -5%
O=C(Cc1cccc(NC(=O)C2CCN(C(=O)CCc3ccccc3)CC2)c1)Nc1cccc(C(=O)N2CCCC2)c1 | · | -3% | 108%[activator] | 1% | 45 | -10% | -9%
COc1ccc(C(=O)Nc2ccc(C)cn2)c(OC)c1 | 14µM* | -6% | 3% | -18% | -76* | 5% | ?
CCc1ccc(C(C)NC(=O)/C=C/c2ccc(Br)cc2)cc1 (stereo not given) | 3% | 7% | -26% | 4% | -18 | 0% | -1%
c1ccc2c(c1)CCN2CCN1CCc2ccccc21 | -2% | -24% | -16% | -3% | 21 | -27% | 1%
O=C(C/C=N/OCc1c(Cl)cccc1Cl)c1ccc(Cl)cc1 | -3% | 45% | -42% | 3% | 1 | 6% | -15%
COc1cc(NC(=O)COc2cc3oc(=O)cc(C)c3cc2Cl)cc(OC)c1OC | -1% | 8% | -1% | -12% | -35 | -8% | 2%
CCn1c(/C=C/c2ccccc2Cl)nc2ccccc2c1=O | 4% | -7% | 26% | -1% | -79* | 9% | 2%
COc1cc(C2CC(=O)c3c([nH]c(C(=O)OC4CCCCC4)c3C)C2)cc(OC)c1OC (stereo not given) | · | · | · | -7% | -39 | 8% | 9%
Fc1ccc(CSc2nc(NCc3ccccc3)c3ccccc3n2)cc1 | · | · | · | -1% | ? | 11% | 6%
CC(=O)N1CCc2c(sc(NC(=O)C3CC3)c2-c2nc3ccccc3s2)C1 | 3% | 7% | 103%[activator] | -5% | 12 | -19% | ?
COC(=O)[C@H](Cc1ccccc1)NS(=O)(=O)c1ccc(F)cc1Br | · | 9% | · | -2% | -19 | · | ·
COc1ccc(OC)c(NC(=O)CSc2sc3c(O)cc(=O)[nH]c3c2C#N)c1 | -8% | ? | -20% | -11% | 23 | ? | 4%
O=C(NCCN1CCCc2ccccc21)C1CCC(=O)N(CCc2ccccc2)C1 (stereo not given) | -5% | -7% | 104%[activator] | 1% | 45 | -18% | 3%
CCc1ccc(NC(=O)C(=O)NCC(c2cccnc2)N2CCc3ccccc3C2)cc1 (stereo not given) | · | · | · | 1% | -28 | -11% | -7%
COc1ccc(N2CC(=O)N(c3ccc(OC)c(OC)c3)CC2=O)cc1OC | -4% | 3% | -9% | 1% | 2 | -1% | 1%
CCCCn1c(O)c(C(C)=NCc2ccc(F)cc2)c(=O)[nH]c1=O | 7% | 0% | -24% | 1% | -21 | 9% | ?
SMILES | LmPK inh | AMA1 RON2 block | AmpC no deterg | Tb PYK inh | HCMV antiviral | Sm TGR inh | AmpC detergent
O=C(CN(CC1CCCO1)C(=O)CNS(=O)(=O)c1ccc(F)cc1)NCc1ccco1 (stereo not given) | 4% | -3% | 6% | 3% | -2 | 10% | -6%
Cc1cccc(OCC(=O)NCc2ccncc2)c1C | -3% | 0% | -9% | -13% | 19 | -8% | -13%
CCN1C(=O)CC(N2CCN(c3cccc(OC)c3)CC2)C1=O (stereo not given) | 1% | -14% | -8% | 2% | 9 | 1% | 5%
O=C(/C=C/[C@H]1O[C@@H](n2ccc(=O)[nH]c2=O)[C@H](O)[C@@H]1O)NCCN1CCCC1 | · | 2% | · | -4% | -13 | · | ·
CCCOc1ccc(C2=CSC3=NCCN23)cc1[N+](=O)[O-] | 3% | -1% | -19% | 4% | 57 | -18% | -2%
COc1ccc(C(=O)NCc2nnc(SCC(=O)NCc3ccc(F)cc3)o2)cc1 | -1% | 8% | -13% | -6% | 13 | 0% | 0%
CC(C)NC(=O)N(C)C[C@@H]1Oc2c(NC(=O)Nc3ccccc3)cccc2C(=O)N([C@H](C)CO)C[C@H]1C | · | 11% | 71%[activator] | -8% | 2 | · | ·
O=C(Oc1c(-c2ccccc2)c(=O)n2c3c(cccc13)CC2)c1ccc(F)cc1 | -4% | 11% | -3% | 0% | 71 | -5% | -3%
O=C1/C(=C\c2ccc(O)cc2)SC(=S)N1Cc1ccccc1 | 0% | -1% | -57% | -2% | -27 | -17% | -5%
CCN(CC)S(=O)(=O)c1ccc(N2CCOCC2)c(NC(=O)C23CC4CC(CC(Cl)(C4)C2)C3)c1 | 1% | -19% | 180%[activator] | -9% | 7 | 3% | 5%
COc1ccccc1NC(=O)CN1C(=O)CC(c2ccc(C)c(C)c2)=Nc2ccccc21 | · | · | · | -10% | -5 | -2% | 23%
CN(C)C1=NC[C@H](Cc2ccccc2)N1CC1CCCCCC1 | · | 16% | 9% | 1% | -4 | -11% | 2%
NC(=O)[C@@H]1CCCCNc2c(F)cc([N+](=O)[O-])cc2C(=O)N[C@@H](CCCN=C(N)N)C(=O)NCC(=O)N1 | -2% | 23% | -11% | 2% | -7 | -4% | ?
CC(C)(C)C(=O)n1nc(-c2ccccc2)oc1=O | 0% | -3% | -1% | 3% | -18 | 32µM* | -9%
Cc1ccc(NC(=O)CN(C)S(=O)(=O)c2ccc3[nH]c4c(c3c2)CCCC4)c(Cl)c1 | · | · | · | -7% | -7 | 1% | 12%
Cc1ccc([C@@H]2CC=C(C(=O)O)[C@H](c3ccccc3)N2S(=O)(=O)c2ccccc2C)cc1 | · | -8% | -16% | 4% | 83 | · | ·
COc1ccccc1N1CCN(C(=O)c2nc(SC)ncc2Cl)CC1 | · | · | · | -7% | 21 | 6% | -3%
CCOC(=O)c1ccccc1NC(=O)COC(=O)CCC1CCCC1 | · | 6%[11.6 µM] | 3% | -4% | 22 | -1% | ?
O=C(Nc1ccc(F)cc1F)c1cc(=O)n(-c2ccccc2)c(=O)[nH]1 | 4% | 49%[activator] | 6% | 1% | -10 | -12% | -3%
O=C(O)C1CCCCC1C(=O)Nc1cccc(Br)c1 (stereo not given) | · | 14% | -14% | -1% | 2 | -20% | -15%
COCCNC(=O)c1cnn2c1NC(c1ccco1)CC2C(F)(F)F (stereo not given) | 6% | 39%[activator] | -3% | 2% | -25 | -8% | -15%
COc1ccccc1NCC(=O)c1ccc(C)c(C)c1 | -1% | -4% | -35% | -10% | 20 | -1% | ?
COc1ccc(NC(=O)C2CCCN(S(=O)(=O)c3cn(C)cn3)C2)cc1Cl (stereo not given) | · | · | · | 3% | 29 | -2% | -3%
O=C(N/N=C/c1cccnc1)c1ccccc1OCc1ccc(Br)cc1 | 0%[11.5 µM] | -7% | 5% | 2% | ? | 5% | -5%
CCN(C(=O)COC(=O)Cn1c(C)csc1=O)c1c(N)n(Cc2ccccc2)c(=O)[nH]c1=O | · | -19% | -18% | 3% | -14 | -1% | -4%
SMILES | LmPK inh | AMA1 RON2 block | AmpC no deterg | Tb PYK inh | HCMV antiviral | Sm TGR inh | AmpC detergent
CCc1ccccc1NC(=O)N1CCN(C(=O)c2nsc3ccccc23)CC1 | · | · | · | -7%[15.4 µM] | + | -7% | 0%
Cc1ccccc1NC(=O)c1c(C)cc(=O)oc1C | -2% | 2% | 31% | 5% | 8 | 9% | -9%
Cc1oc(-c2cccc(Cl)c2)nc1CN1CCC(C(=O)NCc2ccc(F)cc2)CC1 | · | · | · | 2% | 11 | 7% | 7%
CCC(=NCc1cccnc1)c1c(O)n(-c2ccc(Cl)cc2)c(=O)[nH]c1=O | -8% | -7% | -8% | 0% | -14 | 0% | -1%
CC(NC(=O)CN(Cc1ccccc1)S(=O)(=O)c1ccccc1)c1cccnc1 (stereo not given) | · | -4% | 0% | 2% | -7 | -5% | 2%
Cc1ccc(S(=O)(=O)N2CCN(CCc3ccccc3)CC2)c(C)c1 | -15% | ? | 25% | 1% | -65* | 0% | 0%
CC1(C(=O)Nc2ccc3ccccc3c2)CC1(Br)Br (stereo not given) | 1% | 0% | -33% | -15% | -20 | · | -4%
CC1C(C)C(O)(c2ccccc2)CCN1C (stereo not given) | -5% | -2% | -15% | -1% | 24 | -3% | -6%
Cc1noc(NS(=O)(=O)c2ccc(NC(=O)Cc3ccc([N+](=O)[O-])cc3)cc2)c1C | -1% | 0% | -58% | -2% | 24 | -29% | 3%
CC(C)(C)c1ccccc1OCCCCN1CCCC1 | -6% | 4% | 2% | -3% | -23 | ? | -14%
CCN1CCN(Cc2ccccc2C)CC1 | -11% | -8% | -19% | 6% | 15 | -5% | -7%
CC1CCN(C(=O)CNC(=O)Cc2ccccc2)CC1 | 0% | 2% | -6% | -6% | 34 | 1% | -1%
COC(=O)Cn1c(=NC(=O)c2ccc([N+](=O)[O-])s2)sc2cc(Br)ccc21 | -2% | · | -27% | · | · | -2% | ?
C/C=C/c1cnc2c(c1)C(=O)N([C@@H](C)CO)C[C@H](C)[C@@H](CN(C)S(=O)(=O)c1ccc(C)cc1)O2 | · | 5% | · | -8% | 1 | · | ·
CCC1(C2=CCCCC2)C(=O)NC(=S)N=C1N (stereo not given) | · | 5% | · | 9% | -10 | · | ·

Part of the list above in order of formula weight, ascending.
SMILES | LmPK inh | AMA1 RON2 block | AmpC no deterg | Tb PYK inh | HCMV antiviral | Sm TGR inh | AmpC detergent
Cc1ccc(S(=O)(=O)N2CCN(CCc3ccccc3)CC2)c(C)c1 | -15% | ? | 25% | 1% | -65* | 0% | 0%
CC1(C(=O)Nc2ccc3ccccc3c2)CC1(Br)Br (stereo not given) | 1% | 0% | -33% | -15% | -20 | · | -4%
CCC(=NCc1cccnc1)c1c(O)n(-c2ccc(Cl)cc2)c(=O)[nH]c1=O | -8% | -7% | -8% | 0% | -14 | 0% | -1%
